Screening results as filed in PubChem.
CYP2C19 inhib: inhibitors of human CYP2C19; P33261; CYP2C19 Supersomes, luciferin-H EGE luminescence, 30 min; inhibition, % at 5 µM; hit rate 21% among 96,000; AID 778;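 active means CYP2C19 inhibition above a set limit at 5 µM in the primary screen, cut at about 50% in these data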;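 further: plate controls were negative control wells for no effect and 2.5 mM tranylcypromine positive control for full effect; values of inactives mirror those of a sister screen read the other way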
EphB4 ephrin blk: blocks human EphB4 binding to ephrin-B2 | hit rate 0.15% among 97,000 | inhibition, % at 7 µM | P54760 | EphB4 LBD / TNYL-RAW-Alexa532 peptide, fluorescence polarization;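 active means inhibition above the screen-wide mean inhibition plus 3 SD, cut at about 15% in these data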;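 further: 0% = DMSO wells and 100% = excess unlabeled TNYL-RAW peptide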
Target sequence (P54760 whole entry, looked up, the tested form may be a part): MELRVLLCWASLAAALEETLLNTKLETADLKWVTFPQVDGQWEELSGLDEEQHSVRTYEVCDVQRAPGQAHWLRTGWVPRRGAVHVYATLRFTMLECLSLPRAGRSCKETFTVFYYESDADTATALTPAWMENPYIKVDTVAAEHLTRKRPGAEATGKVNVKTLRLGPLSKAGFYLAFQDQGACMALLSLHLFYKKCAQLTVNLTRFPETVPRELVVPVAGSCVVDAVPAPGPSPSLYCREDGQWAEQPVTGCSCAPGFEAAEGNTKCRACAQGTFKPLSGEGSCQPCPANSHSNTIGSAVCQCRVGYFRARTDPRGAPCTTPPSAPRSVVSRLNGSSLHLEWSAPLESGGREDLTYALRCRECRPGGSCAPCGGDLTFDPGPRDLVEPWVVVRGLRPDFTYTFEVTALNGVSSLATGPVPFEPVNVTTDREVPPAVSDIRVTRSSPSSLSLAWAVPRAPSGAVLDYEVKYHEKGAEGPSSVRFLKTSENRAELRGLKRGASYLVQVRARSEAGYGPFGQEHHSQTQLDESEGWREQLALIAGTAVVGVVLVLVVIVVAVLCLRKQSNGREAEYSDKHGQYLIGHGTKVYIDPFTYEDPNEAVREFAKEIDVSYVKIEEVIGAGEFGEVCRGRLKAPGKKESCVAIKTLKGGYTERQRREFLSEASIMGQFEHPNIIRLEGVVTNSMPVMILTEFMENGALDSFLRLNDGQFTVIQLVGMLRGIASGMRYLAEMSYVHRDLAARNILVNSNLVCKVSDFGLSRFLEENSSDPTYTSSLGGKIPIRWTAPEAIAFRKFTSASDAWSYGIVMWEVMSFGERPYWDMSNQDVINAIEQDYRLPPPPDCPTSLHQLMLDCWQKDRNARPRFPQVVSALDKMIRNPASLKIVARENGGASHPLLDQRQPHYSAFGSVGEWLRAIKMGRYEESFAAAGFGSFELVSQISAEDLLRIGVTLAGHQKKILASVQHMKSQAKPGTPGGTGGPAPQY
PLAP act: activates human placental alkaline phosphatase; P05187; purified PLAP enzyme, luminescent substrate read-out; active compounds read high; activation fold at 20 µM; hit rate 1.2% among 96,000; in the data active means activation fold above about 2
CYP2C19 activ: activators of human cytochrome P450 2C19 | P33261 | recombinant CYP2C19, luciferin-H EGE luminescence; active compounds read high; 0 = fully inhibited enzyme, 1 = untreated enzyme | 96,000 tested, under 10 active | activation factor at 5 µM;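 active means activation factor of at least 2 at 5 µM in the primary screen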;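 further: 0 = wells with 2.5 mM tranylcypromine and 1 = vehicle-only wells; values of inactives mirror those of a sister screen read the other way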
HIV Rev-RRE inh: inhibitors of HIV-1 Rev-RRE RNA interaction; P05866; Rev peptide-RRE RNA binding, FRET; inhibition, % at 8 µM; hit rate 0.79% among 97,000;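 active means inhibition above the screen-wide mean plus 3 SD, cut at about 35% in these data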;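 further: 0% = median DMSO wells and 100% = median Neomycin B control wells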
Target sequence (P05866 whole entry, looked up): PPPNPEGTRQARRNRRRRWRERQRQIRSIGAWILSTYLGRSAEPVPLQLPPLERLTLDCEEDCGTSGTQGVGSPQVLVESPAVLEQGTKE
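Test system – labelled RRE RNA duplex and labelled Rev peptide · Reagent – labelled Rev peptide · Doses – one concentration, 8 µM nominal · Incubation – 5 + 15 min at 25 °C · Signal – FRET fluorescence readout · Read-out basis – % inhibition of FRET ratio versus controls · Control set – DMSO wells as 0% and neomycin B wells as 100% inhibition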
PLK1 kinase inh: blocks human PLK1 kinase activity. P53350. recombinant PLK1 kinase, TR-FRET peptide phosphorylation. inhibition, % at 10 µM. hit rate 0.53% among 97,000. AID 619;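 active means inhibition of 50% or more in the single-concentration screen; inactive means inhibition below 50%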;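 further: 0% = DMSO max control and 100% = H-89 dihydrochloride min control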
CYP2C9 activ: activators of human CYP2C9. P11712. recombinant CYP2C9, luciferin-H conversion, luminescence; active compounds read high; factor 1 = untreated enzyme, 0 = blocked. activation factor at 5 µM. hit rate 1.4% among 96,000. AID 1024;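 active means activation factor of 2 or more for CYP2C9 at a 5 µM dose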;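 further: 0 = sulfaphenazole-blocked wells and 1 = vehicle-only wells; values of inactives mirror those of a sister screen read the other way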
CYP2C9 inhib: blocks human cytochrome P450 2C9. P11712. inhibition, % at 5 µM. hit rate 20% among 96,000. CYP2C9 Supersomes, luciferin-H conversion, luminescence. AID 777;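 active means blocking of liver enzyme CYP2C9 beyond about 50% at 5 µM, limit read from the data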; further: values of inactives mirror those of a sister screen read the other way
PLK1 PBD inh: Plk1 (human) PBD binding inhibition. Plk1 PBD phosphopeptide binding, fluorescence polarization. inhibition, %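 (tested at about 20 µM)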. hit rate 0.13% among 97,000. AID 693; in the data active means inhibition above about 34%, passing the limit was not always enough
* hit, by the source's call; / = not tested or not shown.

CYP2C19 inhib	EphB4 ephrin blk	PLAP act	CYP2C19 activ	HIV Rev-RRE inh	PLK1 kinase inh	CYP2C9 activ	CYP2C9 inhib	PLK1 PBD inh	SMILES
24	0	1	0.8	41*	-6	0.4	56*	-97	O=c1/c(=C\c2ccc(O)cc2)sc2n1C(c1ccccc1)C(c1ccccc1)=NN=2 (stereo unspecified)
/	7	/	/	0	0	/	/	-4	O=C(NCc1ccccc1)c1nc2c(nnn2Cc2cccc(Cl)c2)c(=O)[nH]1
-13	3	1	1.1	7	-5	1.2	-19	-1	O=C(O)/C=C\C(=O)NCc1ccccc1
75*	-1	2.5*	0.3	11	-2	0.1	89*	4	C=C(C)COc1ccc(-c2[nH]ncc2-c2ccccc2OC)c(O)c1
4	9	1.1	1	5	1	0.7	35	-35	CCCC(=O)N1c2ccc(-c3csc(N)n3)cc2CC1C (stereo unspecified)
65*	4	1.1	0.3	10	-2	0.5	54*	-25	O=C1NC2=C(CCc3ccccc32)C(c2ccc(Br)cc2)N1 (stereo unspecified)
-10	2	1	1.1	10	-1	1.1	-12	-29	CCOc1ccccc1NC(=O)CN(c1cc(C)cc(C)c1)S(=O)(=O)c1c(C)noc1C
2	4	1.2	1	1	7	1	-1	-23	COC(=O)c1[nH]c2cccc(OC)c2c1NC(=O)CN1CC2(C)CC1CC(C)(C)C2 (stereo unspecified)
46	5	1.5	0.5	3	-7	0.8	24	-16	CCCCCCN=C(C)C1=C(O)C(C(=O)OC)C(C)(C)CC1=O (stereo unspecified)
-6	/	1	1.1	/	/	1.1	-7	/	O=C(O)CCCNC1=NCCC1
/	8	/	/	3	-12	/	/	2	CC(C)C(NC(=O)CN(c1cccc(F)c1)S(C)(=O)=O)C(C)C
-8	-2	1.1	1.1	1	-10	1	-4	-15	COc1ccc2c(c1OC)C(=O)N(C(C)C(=O)O)C2=O (stereo unspecified)
16	-1	1.1	0.8	-1	-9	1	-4	26	COc1cc(NC(=S)Nc2cccnc2)cc(OC)c1OC
12	-3	1.2	0.9	11	-9	0.4	58*	-24	COc1ccc(N2Cc3ccccc3C2)cc1Cl
23	4	1.2	0.8	2	-8	1	0	11	O=C(c1cccc2c1C(=O)N(Cc1cccnc1)C2)N1CCN(c2ccccc2)CC1
28	0	1.4	0.7	-3	-11	0.5	50*	20	CCNc1ccc(C(=O)OCC)cc1NC(=O)c1cccc(N(C)C)c1
2	-2	0.9	1	5	-17	1	-2	24	COc1ccc(CC(NC(=O)c2ccccc2)C(=O)NCC(=O)O)cc1 (stereo unspecified)
-11	5	0.9	1.1	8	-19	0.7	31	-16	O=C(c1cnn2c(C(F)(F)F)cc(-c3ccc4c(c3)OCO4)nc12)N1CCCCC1
-6	0	1	1.1	-1	-4	0.9	6	-29	CN(c1ccccc1)S(=O)(=O)c1ccc(C(=O)Nc2nccs2)cc1
8	-9	1	0.9	4	-12	0.6	36	3	CCc1nnc(NC(=O)c2cccc(S(=O)(=O)N3CC(c4ccccc4)CC3=O)c2)s1 (stereo unspecified)
10	-2	1	0.9	5	-11	1	-2	5	COc1ccccc1-n1c(SCC(N)=O)nnc1-c1ccccc1
/	-1	/	/	10	-10	/	/	-6	Cc1ccc(CN2CCN(CC(=O)N3CCC(C(N)=O)CC3)C2=O)cc1
85*	2	1	0.1	6	-8	0.5	52*	-31	Cc1ccc(CNC(=O)C(NS(=O)(=O)c2cccs2)C(C)C)cc1 (stereo unspecified)
55*	-5	0.9	0.4	6	-7	1.4	-44	-9	Cc1ccc(C(=O)CC2(O)C(=O)N(Cc3ccccc3Cl)c3ccccc32)o1 (stereo unspecified)
32	3	1	0.7	18	-13	0.7	30	0	O=[N+]([O-])c1ccc(C2CCCC/C2=N\OCc2cccc(F)c2)c([N+](=O)[O-])c1 (stereo unspecified)

Single records (already shown). Order of values: CYP2C19 inhib | EphB4 ephrin blk | PLAP act | CYP2C19 activ | HIV Rev-RRE inh | PLK1 kinase inh | CYP2C9 activ | CYP2C9 inhib | PLK1 PBD inh
O=C1NC2=C(CCc3ccccc32)C(c2ccc(Br)cc2)N1 (stereo unspecified) as listed: 65* | 4 | 1.1 | 0.3 | 10 | -2 | 0.5 | 54* | -25
Cc1ccc(CN2CCN(CC(=O)N3CCC(C(N)=O)CC3)C2=O)cc1 as listed: / | -1 | / | / | 10 | -10 | / | / | -6
O=c1/c(=C\c2ccc(O)cc2)sc2n1C(c1ccccc1)C(c1ccccc1)=NN=2 (stereo unspecified) as listed: 24 | 0 | 1 | 0.8 | 41* | -6 | 0.4 | 56* | -97
COc1ccc2c(c1OC)C(=O)N(C(C)C(=O)O)C2=O (stereo unspecified) as listed: -8 | -2 | 1.1 | 1.1 | 1 | -10 | 1 | -4 | -15

Next entries
CYP2C19 inhib	EphB4 ephrin blk	PLAP act	CYP2C19 activ	HIV Rev-RRE inh	PLK1 kinase inh	CYP2C9 activ	CYP2C9 inhib	PLK1 PBD inh	SMILES
/	-2	/	/	1	-13	/	/	-32	O=C(CSc1nnc(-c2c[nH]c3ccccc23)o1)N(Cc1ccccc1)c1ccc(F)cc1
8	-4	2.1*	0.9	2	-17	0.9	8	-23	Cc1[nH]n(-c2ccccc2)c(=O)c1/C=N/c1ccccn1
67*	-6	1.7	0.3	0	-15	0	96*	4	Cc1ccccc1Cn1ccc(NC(=O)c2cnn3c2NC(c2ccccc2)CC3C(F)(F)F)n1 (stereo unspecified)
29	-4	1.2	0.7	5	-16	3.2*	-217	7	CCC(C)NC(=O)C1CCN(S(=O)(=O)c2cccc3cccnc23)CC1 (stereo unspecified)
58*	-1	1.5	0.4	-1	-7	1.3	-32	20	COc1cc(C(C)=O)ccc1OCC(=O)c1cc(C)n(C2CC2)c1C
81*	-6	1.3	0.2	6	-12	0	95*	-10	CCn1c(SCC(=O)N(Cc2ccccc2)C2CCS(=O)(=O)C2)nc2ccccc2c1=O (stereo unspecified)
31	-5	0.9	0.7	9	-10	0.9	8	8	O=C(Oc1ccc(-c2nccc(-c3ccccn3)n2)cc1)c1cccc(C(F)(F)F)c1
14	-3	1.1	0.9	2	-12	0.6	44	13	Cc1csc(NC(=O)c2ccc(S(=O)(=O)N(C)c3ccccc3)cc2)n1
86*	5	1.5	0.1	15	-13	0.2	82*	2	Cc1ccc(S(=O)(=O)c2c(N)n(CC3CCOC3)c3nc4ccccc4nc23)cc1 (stereo unspecified)
/	-8	/	/	7	2	/	/	-13	CN=C1S/C(=C\c2cn(C(C)=O)nc2-c2ccccc2)C(=O)N1C
15	2	1.3	0.9	8	-9	0.9	10	-20	CN(C)CCNc1ncnc2c1sc1nc(N3CCOCC3)c3c(c12)CC(C)(C)SC3
2	-2	0.9	1	4	-5	1.1	-5	-31	COc1ccc(O)c(C=Nc2cc(C)on2)c1
17	-4	0.8	0.8	14	-4	1.5	-46	3	Cc1ccc([N+](=O)[O-])cc1NC(=O)c1ccc(C(C)(C)C)cc1
-4	4	1.2	1	12	-3	1.1	-10	22	Cc1cc(C(=O)N/N=C2\CCCC(C)C2)n[nH]1 (stereo unspecified)
52*	-12	1.4	0.5	3	-13	2*	-104	-25	CCOc1ccccc1-c1nc(-c2ccc(NC(=O)Cc3ccccc3OC)cc2)no1
18	1	0.9	0.8	0	0	0.9	6	-14	CCC1CCCCN1Cc1ccc(OC)c(C)c1C (stereo unspecified)
22	-1	1	0.8	-1	-11	1.9	-88	15	Nc1c(-c2ccc(Cl)cc2)cnn1-c1cccc(C(F)(F)F)c1
0	-3	1.1	1	1	16	0.8	21	-21	Cc1cccc2c1-c1sc(C(=O)Nc3nccs3)cc1CO2
16	3	0.8	0.8	6	76*	1	-3	-29	Cc1nc(-c2cccnc2)sc1C(N)=O
13	/	0.9	0.9	/	/	0.9	9	/	COc1ccc(C2CC(c3cccc(OC)c3)n3nc(N)nc3N2)cc1 (stereo unspecified)
-8	-3	1.3	1.1	9	-6	1.9	-87	18	COc1ccc(N2C(=O)c3cccc4cccc(c34)C2=O)nn1
-12	-5	1	1.1	1	-10	1.1	-5	-13	CCOC(=O)c1ccc(NC(=O)c2cnccn2)cc1
-8	12	1.2	1.1	10	-7	0.9	8	-5	COC(=O)c1ccc(NC(=O)CSc2nnc(C(C)NC(=O)c3ccccc3Cl)n2C)cc1 (stereo unspecified)
30	9	1.1	0.7	9	-12	1.3	-33	5	COc1ccc(-c2nnc(SCc3cc(C)cc(C)c3)o2)cc1
/	5	/	/	0	-8	/	/	19	CC(C)(C)n1ncc2c(=O)n(CC(=O)c3ccccc3)cnc21

Look-ups from the list:
Entry for `Cc1ccc([N+](=O)[O-])cc1NC(=O)c1ccc(C(C)(C)C)cc1` under HIV Rev-RRE inh: 14
Entry for `O=C(O)/C=C\C(=O)NCc1ccccc1` under EphB4 ephrin blk: 3
Entry for `Nc1c(-c2ccc(Cl)cc2)cnn1-c1cccc(C(F)(F)F)c1` under CYP2C19 activ: 0.8

In another format: 2 of the compounds above
Structure	CYP2C19 inhib	EphB4 ephrin blk	PLAP act	CYP2C19 activ	HIV Rev-RRE inh	PLK1 kinase inh	CYP2C9 activ	CYP2C9 inhib	PLK1 PBD inh
Cc1cc(C(=O)N/N=C2\CCCC(C)C2)n[nH]1 (stereo unspecified)	-4	4	1.2	1	12	-3	1.1	-10	22
Cc1[nH]n(-c2ccccc2)c(=O)c1/C=N/c1ccccn1	8	-4	2.1*	0.9	2	-17	0.9	8	-23

Next section
CYP2C19 inhib	EphB4 ephrin blk	PLAP act	CYP2C19 activ	HIV Rev-RRE inh	PLK1 kinase inh	CYP2C9 activ	CYP2C9 inhib	PLK1 PBD inh	SMILES
-8	-4	0.9	1.1	1	-22	2.2*	-121	-13	O=C(NCCCN1CCOCC1)c1cc(-c2ccc(O)cc2)on1
12	8	1.2	0.9	8	-2	0.9	9	16	COc1cc(C(=O)N2CCC(n3cnc4cc(F)ccc43)CC2)cc(OC)c1OC
51*	-2	1	0.5	-7	-5	0.6	38	-11	Oc1ccc(N2CCN(C(=S)NCCc3ccccc3)CC2)cc1
-4	2	1.1	1	1	-10	1.1	-10	-9	CCCCC1(CCCC)NC(=S)N(Nc2ccc(C)cc2)C1=O
23	0	0.8	0.8	5	-9	1.1	-6	-24	CC(C)Oc1ccc(CNC(=O)Cn2c(=O)oc3ccccc32)cc1
0	/	1	1	/	/	0.9	6	/	CCCn1c(SCC(N)=O)nnc1-c1ccco1
6	/	1.3	0.9	/	/	0.8	18	/	O=c1[nH]c2cc3c(cc2cc1C(c1nnnn1C1CCCC1)N1CCCc2ccccc21)OCCO3 (stereo unspecified)
22	4	1.1	0.8	11	-9	1.1	-6	9	Cn1ccnc1C(=O)c1cc(=O)c2ccccc2o1
18	-6	0.9	0.8	4	-17	0.8	19	14	CCOc1ccc(C(C#N)N2CCOCC2)cc1OC (stereo unspecified)
1	1	0.9	1	5	5	0.7	26	-3	O=C1NC(=S)S/C1=C1\Sc2ccccc2N1CCCS(=O)(=O)O
44	-5	1	0.6	3	-15	1	0	-21	Cc1ccc(NC(=O)C2C3/C=C\CCCCC32)cc1C (stereo unspecified)
46	-6	0.9	0.5	3	-4	0.8	19	-5	CN1C(=O)C2(c3ccccc31)N(C)CC(c1ccccn1)C21SC(=S)N(Cc2ccco2)C1=O (stereo unspecified)
11	4	0.9	0.9	1	-15	1	1	0	Cc1ccc(-c2nn3c(C)nnc3s2)cc1N
